AmpC inh no detg: AmpC beta-lactamase inhibition without detergent | AID 485341 | Potency, µM (titrated, usually from 57.1 µM), for the others: at the top dose activity change, negative = inhibition, hits mostly inhibitors | 330,000 compounds, 0.52% hits | AmpC nitrocefin hydrolysis, absorbance 480 nm, 0.0001% Triton | P00811;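 also: potency is read from the fitted curve at half-maximal effect; plate controls were no compound for no effect and no enzyme for full effect; nearly all actives have a fitted effect of over 20% in size; some results filed as inactive show a strong effect at the top dose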
Target sequence (P00811 whole entry, looked up): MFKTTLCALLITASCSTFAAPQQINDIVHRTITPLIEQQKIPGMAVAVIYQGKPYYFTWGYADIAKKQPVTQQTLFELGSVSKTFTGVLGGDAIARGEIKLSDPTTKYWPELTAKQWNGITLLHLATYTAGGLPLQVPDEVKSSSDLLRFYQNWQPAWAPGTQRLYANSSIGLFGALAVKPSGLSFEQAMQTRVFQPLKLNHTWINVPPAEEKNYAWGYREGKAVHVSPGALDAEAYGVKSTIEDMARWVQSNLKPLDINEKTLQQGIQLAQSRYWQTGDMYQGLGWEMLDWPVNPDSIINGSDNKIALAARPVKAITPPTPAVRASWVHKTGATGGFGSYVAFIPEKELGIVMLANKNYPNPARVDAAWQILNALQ
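20 mM phosphate pH 7.0 + 0.01% (detergent screen) or 0.0001% Triton X-100; 5.3 nM AmpC reagent; cpd preinc 15 min RT; nitrocefin (800 uM stock) to start; A480 q20 s × 4 min; Activity was normalised to no-enzyme and no-compound control wells.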
AmpC detergent: AmpC beta-lactamase inhibition with detergent present; Potency, µM (highest dose often 114 µM), inactives show at the highest dose activity change, negative = inhibition, hits mostly inhibitors; 370,000 compounds, 0.041% hits; AmpC hydrolysis of nitrocefin, absorbance 480 nm, 0.01% Triton; P00811;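 also: potency is read from the fitted curve at half-maximal effect; 0% = no-compound wells and -100% = no-enzyme wells; nearly all actives have a fitted effect of over 25% in size; some results filed as inactive show a strong effect at the top dose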
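20 mM phosphate pH 7.0 + 0.01% (detergent screen) or 0.0001% Triton X-100; 5.3 nM AmpC reagent; cpd preinc 15 min RT; nitrocefin (800 uM stock) to start; A480 q20 s × 4 min; Activity was normalised to no-enzyme and no-compound control wells.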
TbPYK inhibitor: inhibitors of Trypanosoma brucei pyruvate kinase. 410,000 compounds, 0.12% hits. AID 624173. Potency, µM (doses to about 76.8 µM), for the others: top-dose activity, negative = inhibition, usual class: inhibitors. Q57TT1. TbPYK enzyme, Kinase-Glo Plus ATP luminescence, 45 min; also: potency is read from the fitted curve at half-maximal effect; nearly all actives have a fitted effect of over 50% in size
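TbPYK + substrate in 50 mM TEA pH 7.2, 100 mM KCl, 10 mM MgCl2, 0.05% BSA, 0.01% Tween-20; cpd pinned; ADP 130 uM final; 45 min RT; Kinase-Glo Plus 10 min; luminescence endpoint.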
AMA1 RON2 block: AMA1-RON2 (P. falciparum) interaction inhibition; AlphaScreen AMA1-biotinylated RON2 peptide binding; Potency, µM (series often up to 58.2 µM), for inactives: at the highest dose activity change, negative = inhibition, usual class: inhibitors; 360,000 compounds, 0.2% hits; AID 720542;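 also: potency is read from the fitted curve at half-maximal effect; 0% = vehicle wells and -100% = peptide control; nearly all actives have a fitted effect of over 45% in size; some results filed as inactive show a strong effect at the top dose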
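AMA1 (3D7) with his tag at 25 nM final met compounds first, then biotinylated RON2 peptide at 25 nM; detection used donor plus acceptor beads, 10 µg/mL apiece, read by AlphaScreen after 30 min at room temperature.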
LmPK inhibitor: LmPK (Leishmania mexicana) enzyme inhibition; purified LmPK, Kinase-Glo ATP luminescence, 1 h; Q27686; 290,000 compounds, 0.37% hits; Potency, µM (top dose mostly 57.5 µM), without a hit: at the highest dose activity change, negative = inhibition, most hits filed as inhibitors; AID 1721; also: potency is read from the fitted curve at half-maximal effect
Target sequence (Q27686 whole entry, looked up): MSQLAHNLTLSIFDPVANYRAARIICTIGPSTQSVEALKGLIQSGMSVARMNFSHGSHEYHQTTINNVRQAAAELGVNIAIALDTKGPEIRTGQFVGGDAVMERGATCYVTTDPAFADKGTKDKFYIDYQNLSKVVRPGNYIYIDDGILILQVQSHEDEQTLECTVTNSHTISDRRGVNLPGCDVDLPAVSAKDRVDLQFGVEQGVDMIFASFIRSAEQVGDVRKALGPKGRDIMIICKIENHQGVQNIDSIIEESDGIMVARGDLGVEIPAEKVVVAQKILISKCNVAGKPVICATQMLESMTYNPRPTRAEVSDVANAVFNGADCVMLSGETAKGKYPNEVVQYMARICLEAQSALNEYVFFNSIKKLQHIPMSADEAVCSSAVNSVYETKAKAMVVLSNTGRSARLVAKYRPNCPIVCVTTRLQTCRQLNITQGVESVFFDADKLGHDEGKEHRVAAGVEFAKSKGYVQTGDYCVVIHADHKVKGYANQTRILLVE
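qHTS format; LmPK 0.1 nM; substrates PEP 0.5 mM and ADP 0.1 mM. One-hour room-temperature incubation, then coupled luciferase luminescence; 0.5 nM enzyme wells mark activation.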
HCMV antiviral: inhibitors of human cytomegalovirus; HFF cells, HCMV-luciferase reporter, 72 h; stronger effect = lower value; activity change, negative = inhibition, % at 57.5 µM; 410,000 compounds, 4.5% hits; AID 1259415; in the data active = activity change below about -60%; inconclusive = no clear call, values can overlap the other calls; inactive = above about -39%
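Compounds were evaluated in HFFs infected with an HCMV luciferase reporter virus (MOI 1 PFU/cell). Luciferase in lysates collected 72 h post infection served as the replication measure.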
HCV inh: inhibitors of hepatitis C virus infection; Huh7.5.1 HCVcc-Cre infection, luciferase reporter, 44 h; Potency, µM (series often up to 41.8 µM), without a hit: at the highest dose activity change, negative = inhibition, usual class: inhibitors; 340,000 compounds, 3.4% hits; AID 651820; also: potency is read from the fitted curve at half-maximal effect
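Luciferase read-out (15 sec integration) after a 15 min room-temperature substrate step quantifies HCVcc-Cre infection. Cells, 1,000 per well, had compound added 4 h post-plating, then virus at ~0.5 moi, and were cultured 44 h.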
An asterisk follows results filed as active; ? = inconclusive; · = no result given; & = joins results of further samples; [ ] = dose if it differs, or a comment. Unless noted, calls follow the shape of the dose curve; as a rule, active = well fitted curve in the direction sought with a large enough effect; inconclusive = small, poorly fitted or top-dose-only effect, or another doubt; inactive = no such curve, though single readings can be large; an effect the other way counts as inactive or inconclusive. Unless noted, % is scaled to controls: 0 for no effect and ±100 for the full control effect. Rows were taken by chance. About 7.5% of those tested had a hit in this group.

Each structure is followed by: AmpC inh no detg | AmpC detergent | TbPYK inhibitor | AMA1 RON2 block | LmPK inhibitor | HCMV antiviral | HCV inh
COc1ccc(-n2cnnc2SCC(=O)Nc2cc(S(=O)(=O)N3CCCCC3)ccc2C)cc1
  28% | -6% | -12% | -2% | 1% | -15 | -6%
CCOC(=O)[C@H]1[C@H]2COc3ccc(Cl)cc3[C@@H]2N2C(=O)[C@@H](CO)NC(=O)[C@@]12C
  -1% | · | -4% | -4% | · | -12 | 21%
COc1cccc(CN(C)C(=O)c2cccc(S(=O)(=O)N3CCN(c4ccccc4)CC3)c2)c1OC
  · | · | 4% | -7% | · | -70* | 7.1µM*
CCOC(=O)N1CCN(C(=O)c2ccccc2NC(=O)c2ccc(OC)cc2)CC1
  6% | -2% | -6% | -4% | 2% | 6 | 11%
O=c1c(-c2ccccc2Cl)coc2c(CN3CCCCC3)c(O)ccc12
  -13% | 2% | -8% | 16% | 4% | 22 | 14%
C=CCn1c(SCC(=O)Nc2ccccc2-c2ccccc2)nc2cc(C(=O)O)ccc2c1=O
  -16% | -5% | 1% | -6% | -6% | -8 | 7%
CC(C)(C)c1ccc(S(=O)(=O)N2CC3CC(C2)c2cccc(=O)n2C3)cc1 (stereo not drawn)
  0% | -6% | 0% | -4% | -2% | -8 | -16%
O=C(CSc1ccccc1)Nc1ccc2sccc2c1
  -33% | -14% | 1% | 1% | 4% | 23 | -8%
COc1ccccc1C(=O)Nc1ccc(Nc2ccccc2)cc1
  · | · | 3% | -3% | · | 16 | 3%
Cc1ccc(C(=O)NCCCn2ccnc2)cc1C
  · | · | -4% | -7% | · | 4 | 6%
COc1ccccc1C(=O)NCCC(=O)Nc1ccc(S(=O)(=O)N2C(C)CCCC2C)cc1 (stereo not drawn)
  31% | -6% | -10% | -7% | · | -11 | 10µM*
Fc1ccc(N2CCN(Cc3ccc4c(c3)OCO4)CC2)cc1
  -5% | -3% | -8% | ? | 5% | -10 | ·
COc1ccc(-c2nnc(SCC(=O)NC3CCCC3)n2C)cc1
  -14% | -19% | -1% | 0% | 0% | -4 | 12%
Cc1ccccc1NC(=O)CSc1nnc(Cc2cccn2C)n1-c1ccc(F)cc1
  29% | ? | 0% | -3% | 1% | ? | -5%&3%
COc1ccc(CCNC(=O)c2ccc(CS(=O)Cc3ccc(C)cc3)o2)cc1OC (stereo not drawn)
  44% | -9% | -3% | 3% | 0% | -25 | ?
Cc1ccc(NC(=O)Nn2cnnc2)cc1Cl
  -18% | 3% | 0% | -1% | -1% | -34 | 3%
COc1ccc(/C=N/Nc2nc(-c3ccc(Cl)cc3)cc(C(F)(F)F)n2)cc1OC
  26% | -15% | 0% | -4% | 12% | -5 | ?
Cc1noc(C)c1-c1ccc(C(=O)NCc2cccs2)c2occc12
  · | · | 2% | -6% | · | 48 | ·
COc1cc(NC(=O)C2CC2)c(OC)cc1NC(=O)c1ccco1
  -8% | -3% | -17% | -10% | 2% | ? | 3%
COc1ccccc1NCC(=O)N/N=C/C=C/c1ccccc1
  -27% | -6% | 3% | 38%[activator] | -2% | -27 | 1%

Random excerpt: four entries already listed
Each structure is followed by: AmpC inh no detg | AmpC detergent | TbPYK inhibitor | AMA1 RON2 block | LmPK inhibitor | HCMV antiviral | HCV inh
O=C(CSc1ccccc1)Nc1ccc2sccc2c1
  -33% | -14% | 1% | 1% | 4% | 23 | -8%
COc1cccc(CN(C)C(=O)c2cccc(S(=O)(=O)N3CCN(c4ccccc4)CC3)c2)c1OC
  · | · | 4% | -7% | · | -70* | 7.1µM*
CCOC(=O)[C@H]1[C@H]2COc3ccc(Cl)cc3[C@@H]2N2C(=O)[C@@H](CO)NC(=O)[C@@]12C
  -1% | · | -4% | -4% | · | -12 | 21%
COc1ccc(-n2cnnc2SCC(=O)Nc2cc(S(=O)(=O)N3CCCCC3)ccc2C)cc1
  28% | -6% | -12% | -2% | 1% | -15 | -6%

An excerpt from above, limited to HCMV antiviral and AMA1 RON2 block:
SMILES	HCMV antiviral	AMA1 RON2 block
C=CCn1c(SCC(=O)Nc2ccccc2-c2ccccc2)nc2cc(C(=O)O)ccc2c1=O	-8	-6%
Cc1ccc(C(=O)NCCCn2ccnc2)cc1C	4	-7%
COc1ccc(-c2nnc(SCC(=O)NC3CCCC3)n2C)cc1	-4	0%
COc1ccc(-n2cnnc2SCC(=O)Nc2cc(S(=O)(=O)N3CCCCC3)ccc2C)cc1	-15	-2%

New compounds follow
Each structure is followed by: AmpC inh no detg | AmpC detergent | TbPYK inhibitor | AMA1 RON2 block | LmPK inhibitor | HCMV antiviral | HCV inh
COc1cc(/C=N/Nc2nc(C)cc(=O)[nH]2)cc(OC)c1O
  -12% | -10% | -1% | 75%[activator] | 1% | 17 | 11%
COc1ccc(N2CCN(C(=O)CCC(=O)N3CC(C)Oc4ccc(C)cc43)CC2)cc1 (stereo not drawn)
  -1% | 8% | -3% | -14% | 0% | -6 | -27%
N#C/C(=C(/O)C(Cl)c1ccccc1)c1nc2ccccc2s1 (stereo not drawn)
  -32% | 2% | 4% | -12% | 1% | -33 | ?
CCOc1ccc(NC(=O)CCc2nc3cccnc3n2-c2ccccc2)cc1
  · | 10% | 4% | · | · | -18 | ·
Cc1nnc(SCC(=O)Nc2ccc(N(C)C)cc2)n(N)c1=O
  -19% | -3% | -7% | 12% | -4% | -19 | 27%
Cc1nc(NC(=O)CC(C)C)sc1-c1csc(Nc2ccc(Cl)cc2Cl)n1
  -16% | -6% | 2% | 11% | 1% | ? | -28%
CCOCCCn1c(=N)c(S(=O)(=O)c2ccc(C)cc2)cc2c(=O)n3ccccc3nc21
  · | 4% | 7% | · | · | -11 | ·
CCC(C)NC(=O)Cn1c(=O)n(CCCC(=O)NCc2ccccc2Cl)c(=O)c2ccccc21 (stereo not drawn)
  -26% | -11% | ? | 1% | -7% | ? | -3%
COC(=O)CC1=C(C(=O)OC)C2(C(=O)Nc3c(C)cccc32)C(C#N)=C(N)O1 (stereo not drawn)
  0% | -2% | -5% | 5% | 11% | 13 | 17%
O=C(O)/C=C/c1cn(-c2ccccc2)nc1-c1cc2ccccc2o1
  -21% | 4% | 5% | 12% | 4% | -17 | 9%
Cc1csc(=O)n1CCC(=O)OCC(=O)c1c(N)n(C)c(=O)n(C)c1=O
  -9% | 0% | -1% | 3% | · | -30 | ?
O=[N+]([O-])c1ccc(Cl)cc1NCCCN1CCOCC1
  -11% | -6% | 0% | 0% | 0% | 24 | 4%
COc1ccc(Cn2c(SCC(=O)NCc3ccccc3)nc3ccccc32)cc1
  · | 1% | 1% | · | · | 1 | ·
Nc1ncc2c(n1)CCN(c1ccc([N+](=O)[O-])cc1)C2
  0% | 12% | 0% | -3% | -3% | 11 | -1%
CCN(CC)C(=O)COC(=O)C1CCN(S(=O)(=O)c2ccc3c(c2)OCCO3)CC1
  47% | 2% | 2% | 0% | · | 4 | 6%
Nc1c(C(=O)Nc2ccccc2F)sc2nc(Cc3ccccc3)cc(C(F)(F)F)c12
  -18% | -6% | -3% | 0% | -4% | -30 | -24%
N#Cc1cc([N+](=O)[O-])ccc1NCCN1CCOCC1
  -6% | -11% | 2% | -8% | 2% | 30 | 17%
COc1ccc(CN2CCN(C(=O)Cc3ccccc3)CC2)cc1OC
  · | · | -9% | -12% | · | -17 | ·
O=c1c2ccccc2cnn1CCOc1ccccc1
  -14% | 0% | ? | -19% | 13µM* | -87* | 24%
O=C(c1c[nH]c2ccc(S(=O)(=O)N3CCOCC3)cc2c1=O)N1CCCC1
  -13% | -1% | -6% | -3% | 5% | -12 | 9%
Cc1ccc(N(C(=O)c2csnn2)C(C(=O)NCc2ccccc2)c2ccccn2)cc1 (stereo not drawn)
  -2% | -7% | -2% | -4% | 9% | 6 | 16%
COc1cc(/C=C/C(=O)OCC(=O)Nc2nnc(-c3ccccc3)o2)cc(OC)c1OC
  -25% | -4% | -5% | 61%[activator] | · | 8 | 2%
CN1C2C=CC(=O)C1C1C(=O)N(c3ccccc3)C(=O)C12 (stereo not drawn)
  · | · | -5% | 5% | · | -23 | ·
Cc1nc2ccccc2c(=O)n1NC(=O)c1ccccc1F
  -15% | 0% | -2% | 16% | -1% | 52 | -3%
CCOC(=O)C(C)(C)Oc1cccc2c1S(=O)(=O)c1ccccc1-2
  · | · | 3% | -16% | · | -2 | 6%
CCOC(=O)c1cnc2c(C)c(Cl)ccc2c1N1CCOCC1
  -14% | ? | 5% | 0% | -1% | 53 | ?
O=C(CCn1nnc2ccccc21)OCC(=O)c1ccc([N+](=O)[O-])cc1
  1% | 5% | -5% | -3% | 0% | 2 | 2%
COc1cccc(C(C2=C(O)CC(C)(C)CC2=O)C2C(=O)CC(C)(C)CC2=O)c1 (stereo not drawn)
  -26% | -4% | -19% | -14% | 1% | -65* | 4%
O=C(NCc1ccccn1)c1nn(-c2ccccc2F)nc1CO
  · | 26% | -3% | · | · | ? | ·
CCCN1Cc2cccc(C(=O)Nc3ccc4c(c3)OCO4)c2C1=O
  -17% | -6% | 0% | 3% | -4% | -11 | ?
O=C(COC(=O)c1ccc(S(=O)(=O)Nc2ccccc2)cc1)NC1CCCC1
  -37% | 0% | -14% | 0% | 0% | -24 | ?
CCCn1c(C(C)C)n[nH]c1=S
  1% | 12% | -20% | -1% | 6% | 0 | 5%
CCSc1nnc(C)c2ccccc12
  0% | ? | -4% | 4% | 3% | -8 | ?
Cc1noc(C)c1CSc1nc2ccccc2n1CCc1ccccc1
  -1% | -7% | -13% | 21% | 0% | 44 | -4%

Of the compounds above, 3 have a cyano group.
Each structure is followed by: AmpC inh no detg | AmpC detergent | TbPYK inhibitor | AMA1 RON2 block | LmPK inhibitor | HCMV antiviral | HCV inh
N#C/C(=C(/O)C(Cl)c1ccccc1)c1nc2ccccc2s1 (stereo not drawn)
  -32% | 2% | 4% | -12% | 1% | -33 | ?
COC(=O)CC1=C(C(=O)OC)C2(C(=O)Nc3c(C)cccc32)C(C#N)=C(N)O1 (stereo not drawn)
  0% | -2% | -5% | 5% | 11% | 13 | 17%
N#Cc1cc([N+](=O)[O-])ccc1NCCN1CCOCC1
  -6% | -11% | 2% | -8% | 2% | 30 | 17%

Source: PubChem BioAssay (National Center for Advancing Translational Sciences (NCATS))
